# High-throughput results (PubChem BioAssay)
# LEDGF integ inh – blocks HIV-1 LEDGF/p75-dependent DNA integration | TR-FRET IN-LEDGF/p75 DNA integration, Eu/Cy5 | inhibition, % at 3.7 µM | 0.64% of 370,000 active;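 active = inhibition above the screen-wide mean plus 3 SD, cut at about 13% in these data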;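 note: signal is the Cy5 over europium emission ratio at 671 and 618 nm; 0% = plate median of compound wells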
# UHRF1 binding – blocks human UHRF1 binding to methylated DNA; Q96T88; AID 687016; 0.75% of 370,000 active; inhibition, % at 4.4 µM; UHRF1 binding to methylated oligo, TR-FRET; in the data active = inhibition above about 21%;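 note: UHRF1 SRA domain binding a hemimethylated CpG hairpin DNA probe; 0% = median of test compound wells and 100% = reference inhibitor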
# HTRA1 inhibitor – inhibitors of human serine peptidase HTRA1; inhibition, % at 5.96 µM; recombinant HTRA1, FP-rhodamine activity-based probe, fluorescence polarization; 0.5% of 340,000 active; AID 504803; Q92743; in the data active = inhibition above about 36%;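 note: 0% = enzyme with DMSO and 100% = wells lacking enzyme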
# TDP2 inh – TDP2 (human) inhibition, absorbance primary screen; recombinant TDP2, T5PNP hydrolysis, p-nitrophenol absorbance 415 nm; inhibition, % at 12.8 µM; 0.34% of 370,000 active; AID 720702;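 active = inhibition above the mean of all tested compounds plus 3 SD, set per campaign, cut at about 25% in these data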;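 note: 0% = DMSO with enzyme and 100% = buffer with substrate but no TDP2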
# Target sequence (O95551 whole entry, looked up): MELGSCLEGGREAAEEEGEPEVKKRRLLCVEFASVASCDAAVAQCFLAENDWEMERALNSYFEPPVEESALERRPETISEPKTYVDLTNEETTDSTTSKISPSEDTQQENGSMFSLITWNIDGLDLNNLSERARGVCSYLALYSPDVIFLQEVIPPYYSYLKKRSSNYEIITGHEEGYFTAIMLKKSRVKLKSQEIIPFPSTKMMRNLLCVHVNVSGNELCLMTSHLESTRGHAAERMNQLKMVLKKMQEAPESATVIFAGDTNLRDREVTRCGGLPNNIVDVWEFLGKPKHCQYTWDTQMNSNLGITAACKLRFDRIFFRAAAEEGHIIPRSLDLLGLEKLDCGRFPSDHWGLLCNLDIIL
#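 System – recombinant human TDP2 · Quantity – TDP2 enzyme at 120 nM final · Doses – single concentration, 12.8 µM nominal, with 1% DMSO · Incubation – 2 h at 37 °C · Measured by – epi absorbance of p-nitrophenol freed from T5PNP by hydrolysis · Read-out – % inhibition relative to enzyme-containing and enzyme-free wells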
# Tn7 DDE FP – DD(E)-Tn7 binding inhibition, primary FP screen | P02675 | FP displacement of FITC-Tn7 peptide from fibrin DD(E); 0% = median of compound wells per plate | inhibition, % at 8.3 µM | 0.13% of 370,000 active | AID 720508;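 active = inhibition above the mean of compounds falling within the control limits plus 3 SD of them, cut at about 14% in these data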;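 note: 0% = plate median of compound wells and 100% = 10 µM Aha-Tn7 peptide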
# Target sequence (P02675 whole entry, looked up): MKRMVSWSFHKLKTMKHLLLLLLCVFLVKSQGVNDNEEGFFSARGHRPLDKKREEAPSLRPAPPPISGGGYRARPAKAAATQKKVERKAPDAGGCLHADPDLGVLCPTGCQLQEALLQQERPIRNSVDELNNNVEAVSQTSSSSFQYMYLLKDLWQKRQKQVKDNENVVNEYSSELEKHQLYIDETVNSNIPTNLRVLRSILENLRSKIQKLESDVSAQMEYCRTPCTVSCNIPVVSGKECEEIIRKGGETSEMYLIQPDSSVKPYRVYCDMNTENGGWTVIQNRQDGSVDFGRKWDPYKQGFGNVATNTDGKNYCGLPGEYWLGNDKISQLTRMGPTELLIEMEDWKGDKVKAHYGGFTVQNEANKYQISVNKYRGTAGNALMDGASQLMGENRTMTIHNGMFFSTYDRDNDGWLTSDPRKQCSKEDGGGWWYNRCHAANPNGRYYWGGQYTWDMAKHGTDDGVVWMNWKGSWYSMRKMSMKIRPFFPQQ
#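 System: human fibrin DD(E); quantity: Fibrin-DD(E) at 2 µM final; also added: fluorescent Tn7 probe at 0.1 µM; compound dosing: single nominal test concentration of 8.3 µM per compound; schedule: 10 min preincubation, 3 h with tracer, room temperature; detection: fluorescence polarization of the labelled Tn7 tracer; repeats: one replicate per compound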
# PG9 Ab binder – small molecules binding HIV-1 gp120 antibody PG9; AID 624416; TR-FRET gp120-PG9 antibody binding; inhibition, % at 6.7 µM; 0.43% of 360,000 active; in the data active = inhibition above about 8.5%
# SIAE primary – inhibitors of human sialic acid acetylesterase SIAE | Q9HAT2 | 0.69% of 370,000 active | inhibition, % at 9.66 µM | SIAE FP-Rh probe binding, fluorescence polarization;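 active = inhibition above a cutoff: mean of compounds within the control limits plus 3 SD of those, cut at about 17% in these data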;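 note: 0% = plate median of compound wells and 100% = probe without SIAE protein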
# TCR CD3 inh – inhibitors of human TCR-CD3 interaction. TAMRA-labeled TCR probe fluorescence, biochemical. 0.37% of 360,000 active. inhibition, % at 9.4 µM; in the data active = inhibition above about 19%;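 note: recombinant mutant TCR 2C K166C tagged with TAMRA read by polarization; 0% = receptor in buffer alone and 100% = receptor with positive control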
# mABHD4 FP – inhibits mouse alpha/beta hydrolase domain 4. Q8VD66. purified mABHD4, FP-Rh probe fluorescence polarization. inhibition, % at 8.92 µM. 0.54% of 370,000 active. AID 720543;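 active = inhibition exceeding the mean over every tested compound plus 3 SD, cut at about 30% in these data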;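 note: 0% = plate median of compound wells and 100% = S159A mutant with DMSO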
#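 Test system: mouse ABHD4 enzyme, wild type. Reagent: FP-Rh fluorescent activity-based probe, added after compound pre-incubation. Timing: pre-incubation 45 min, probe exposure 60 min, at 25 °C. Technique: FP readout, ex 525 nm / em 598 nm. Benchmarks: high control S159A mutant with DMSO, low control median of compound wells.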
# PRMT1 FP inh – PRMT1 (human) inhibition, primary screen; Q99873; recombinant PRMT1, activity-based probe fluorescence polarization; inhibition, % at 2.79 µM; 1.3% of 370,000 active;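 active = inhibition above about 21% made by adding two undisclosed values, limit read from the data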
# Active calls of the source: *; x = no result given; & = joins results of further samples.
SMILES,LEDGF integ inh,UHRF1 binding,HTRA1 inhibitor,TDP2 inh,Tn7 DDE FP,PG9 Ab binder,SIAE primary,TCR CD3 inh,mABHD4 FP,PRMT1 FP inh
COc1ccccc1Nc1nnc(SCC(=O)c2cc(C)n(CC3CCCO3)c2C)s1 (centres undefined),0,0,-18,-17,-1,0.2,2,4,0,1
CC(=O)N1CC[n+]2c(-c3ccc(Cl)cc3)csc21,-2,1,-3,-6,1,-0.3,-7,-1,7,78*
Cc1cc(NC(=O)c2ccno2)no1,-1,-1,3,-7,4,-1.6,-4,0,1,-6
O=C(NC1CCCCCCC1)c1cccc(Cl)c1,-4,0,-16,1,0,-0.4,-5,-4,-5,1
Nc1cccc(-c2cccc3nncn23)c1,2,9,x,2,-6,-1.4,0,3,1,-1
CCO/C=C1\C(=O)N(CC)c2ccccc21,-1,2,1,-4,5,0.0,8,-4,-1,3
COC(=O)c1cc2c(c3c4cc(F)ccc4n(S(=O)(=O)c4cccc(C)c4)c13)C(=O)N(c1ccc(OC)cc1)C2,-1,0,x,1,-2,-0.3,3,-11,1,0
CC(=O)OC1CC(C)(C)N(OC(=O)c2ccccc2)C(C)(C)C1,3,0,4,7,2,0.9,5,1,3,-2
COc1ccccc1-c1nnc(SCC(=O)Nc2ccc(N3CCOCC3)cc2)n1N,-5,5,0,-7,1,-2.8,6,-2,-4,2
Cc1ccn2c(CNC(C)CCn3cccn3)c(C(=O)N3CCCCCC3)nc2c1 (centres undefined),-1,1,8,11,0,-0.4,2,3,3,-3
CCOCCCNC(=O)C(NC(=O)c1ccc(=O)[nH]c1)c1ccccc1 (centres undefined),-1,1,-1,9,2,0.2,-2,-4,5,1
COc1ccc(-c2nnn(CC(=O)N(Cc3ccccc3Cl)C(C(=O)NCC3CCCO3)c3ccco3)n2)cc1OC (centres undefined),-4,5,-24,-8,5,0.2,-4,-1,-13,5
CN(C(=O)c1ccncc1)C1CCCCC1,3,0,6,-18,-4,-1.2,-5,1,-2,-3
O=C(C[C@H]1CC[C@H]2[C@@H](COC[C@@H](O)CN2S(=O)(=O)c2ccc(F)cc2)O1)N[C@@H]1CCN(Cc2ccccc2)C1,0,5,x,-4,-3,0.5,-2,-9,-18,7
Cc1nc2ncnn2c(N2CCCC(C(=O)Nc3ccccc3Br)C2)c1C (centres undefined),4,0,0,0,-1,-2.4,-2,2,5,-1
Cc1ccc2nc(N/C(=N/S(=O)(=O)c3ccc(F)cc3F)c3ccccc3)sc2c1,-2,1,-16,-3,5,0.3,-5,-8,-45,6
COCCNC(=O)c1cnn2c(C(F)F)cc(-c3ccccc3)nc12,3,-3,1,3,3,1.5,0,-4,-1,-3
Cc1cc(C)c(C)c(OCCCn2ccnc2)c1,2,2,6,-1,8,-0.3,-2,4,5,-1
CC(C)(C)c1ccc(S(=O)(=O)NCC(=O)N2CCCC2)cc1,-2,1,1,16,2,-1.7,-4,0,6,2
O=C1c2cccc3cccc(c23)C(=O)N1CC1CCN(CC(O)COc2ccc3ccccc3c2)CC1 (centres undefined),-4,0,-57,-18,6,1.4,-7,-8,8,6
O=c1cc(-c2ccncc2)oc2ccccc12,4,-22,-2,-5,3,-0.2,-8,3,8,-2
C=CCN1CCN(C(c2ccccc2OC)c2nnnn2C(C)(C)C)CC1 (centres undefined),-2,-1,4,-5,3,-1.0,-2,-2,-1,0
COc1ccccc1Cn1c(-c2ccco2)nc2nc3ccccc3nc21,-1,-1,-18,-10,-2,0.5,-6,7,-12,2
CCOc1ncccc1C(=O)Nc1ccc(Cl)c(S(=O)(=O)N2CCCC2)c1,-6,3,-10,-2,2,11*,-4,-1,-12,2
CCCCNC(=O)Nc1ccccc1C(=O)NCc1ccco1,2,0,-4,8,-3,-1.7,0,2,3,1

# Among those listed so far, 2 have an aryl thioether with sulfur outside any ring:
SMILES,LEDGF integ inh,UHRF1 binding,HTRA1 inhibitor,TDP2 inh,Tn7 DDE FP,PG9 Ab binder,SIAE primary,TCR CD3 inh,mABHD4 FP,PRMT1 FP inh
COc1ccccc1Nc1nnc(SCC(=O)c2cc(C)n(CC3CCCO3)c2C)s1 (centres undefined),0,0,-18,-17,-1,0.2,2,4,0,1
COc1ccccc1-c1nnc(SCC(=O)Nc2ccc(N3CCOCC3)cc2)n1N,-5,5,0,-7,1,-2.8,6,-2,-4,2

# Next section:
SMILES,LEDGF integ inh,UHRF1 binding,HTRA1 inhibitor,TDP2 inh,Tn7 DDE FP,PG9 Ab binder,SIAE primary,TCR CD3 inh,mABHD4 FP,PRMT1 FP inh
COc1ccc(N2CCN(C(CNC(=O)C(C)(C)C)c3ccco3)CC2)cc1 (centres undefined),5,0,-2,-8,-6,-0.2,2,14,3,0
Cc1ccc(C(=O)N/C(=C\c2ccco2)C(=O)N2CCSCC2)cc1C,0,3,-4,2,3,-0.9,1,-8,1,1
COc1ccccc1CNCCS(=O)(=O)NCc1ccccc1OC,3,2,0,-7,-4,-0.5,6,-8,1,1
O=C1CC(C(=O)Nc2ccccc2C(=O)O)C(c2ccccc2)O1 (centres undefined),3,0,8,4,-1,-1.1,2,4,6,-1
CC1(C)COC(Cc2ccccc2)=N1,5,2,1,-3,-4,-1.4,-8,3,0,-6
CC(=O)c1ccc(NC(=O)/C(C#N)=C/c2ccncc2)cc1,0,0,-3,-8,-2,-3.8,-8,3,-4,0
O=C(COC(=O)C1COc2ccccc2O1)Nc1ccccc1OC(F)F (centres undefined),1,0,-2,1,6,-0.2,-4,5,0,3
Cc1ccc(C(NC(=O)NCCCN2CCOCC2)=C(Cl)Cl)cc1F,3,-1,0,11,7,1.9,0,-1,5,1
CCCCCCCCNCCS(=O)(=O)NN1CCOCC1,3,2,5,-7,-7,-1.6,-1,1,3,-2
Cc1onc(-c2c(F)cccc2Cl)c1C(=O)Nc1ccc(S(=O)(=O)Nc2ncccn2)cc1,3,4,2,-1,-5,0.7,-4,2,4,-1
Cc1cc(C)cc(NC(=O)Cn2nnc(C(=O)NCc3ccco3)c2N)c1,0,0,-15,13,1,-1.2,-3,6,-6,-1
O=C(CC1(CC(=O)N2CCOCC2)CCCC1)Nc1ccc(F)cc1,-2,-4,3,-7,-2,0.5,6,0,-2,-1
Cc1nnc(N)s1,-4,1,3,-9,9,1.4,-3,-9,3,6
O=C(Cn1cnc2c(oc3ccccc32)c1=O)NCc1ccccc1,0,2,-5,-3,4,-1.7,2,-15,1,3
CCSc1nc(O)c(Cc2ccccc2)c(=O)[nH]1,-1,14,4,0,-2,0.2,-5,3,4,-1
CCOC(=O)c1c(C)[nH]c(C(=O)N2CCc3cc(OC)c(OC)cc3C2)c1C,2,-2,-10,2,2,0.2,16,6,-3,-4
CS(=O)(=O)c1ccc(OCCCN2CCC(C(O)(c3ccccc3)c3ccccc3)CC2)cc1,-2&-3,2&0,x,-1&7,-8&-2,0.5,11&-2,2,7&9,12&-1
O=C(Nc1ccccc1-c1nc2ccccc2s1)c1ccco1,2,-1,-35,3,3,7.1,-15,-9,-2,15
CCN(c1ccc(NC(=O)CSc2ccc3c(c2)OCCO3)cc1)C(C)C,-3,0,-1,-1,0,-0.1,7,-4,10,1

# Part of the list above, with tabs:
molecule	LEDGF integ inh	UHRF1 binding	HTRA1 inhibitor	TDP2 inh	Tn7 DDE FP	PG9 Ab binder	SIAE primary	TCR CD3 inh	mABHD4 FP	PRMT1 FP inh
COc1ccc(N2CCN(C(CNC(=O)C(C)(C)C)c3ccco3)CC2)cc1 (centres undefined)	5	0	-2	-8	-6	-0.2	2	14	3	0
Cc1ccc(C(=O)N/C(=C\c2ccco2)C(=O)N2CCSCC2)cc1C	0	3	-4	2	3	-0.9	1	-8	1	1
COc1ccccc1CNCCS(=O)(=O)NCc1ccccc1OC	3	2	0	-7	-4	-0.5	6	-8	1	1
O=C1CC(C(=O)Nc2ccccc2C(=O)O)C(c2ccccc2)O1 (centres undefined)	3	0	8	4	-1	-1.1	2	4	6	-1
CC1(C)COC(Cc2ccccc2)=N1	5	2	1	-3	-4	-1.4	-8	3	0	-6
CC(=O)c1ccc(NC(=O)/C(C#N)=C/c2ccncc2)cc1	0	0	-3	-8	-2	-3.8	-8	3	-4	0
O=C(COC(=O)C1COc2ccccc2O1)Nc1ccccc1OC(F)F (centres undefined)	1	0	-2	1	6	-0.2	-4	5	0	3
Cc1ccc(C(NC(=O)NCCCN2CCOCC2)=C(Cl)Cl)cc1F	3	-1	0	11	7	1.9	0	-1	5	1
CCCCCCCCNCCS(=O)(=O)NN1CCOCC1	3	2	5	-7	-7	-1.6	-1	1	3	-2
Cc1onc(-c2c(F)cccc2Cl)c1C(=O)Nc1ccc(S(=O)(=O)Nc2ncccn2)cc1	3	4	2	-1	-5	0.7	-4	2	4	-1
Cc1cc(C)cc(NC(=O)Cn2nnc(C(=O)NCc3ccco3)c2N)c1	0	0	-15	13	1	-1.2	-3	6	-6	-1
O=C(CC1(CC(=O)N2CCOCC2)CCCC1)Nc1ccc(F)cc1	-2	-4	3	-7	-2	0.5	6	0	-2	-1
Cc1nnc(N)s1	-4	1	3	-9	9	1.4	-3	-9	3	6
